RPL19A TOR yeast – RPL19A-GFP expression modulators in yeast, primary screen, cell-based, S. cerevisiae, multiplex flow cytometry, MLPCN; S. cerevisiae RPL19A-GFP strain, 3 h; active compounds read low; percent response vs DMSO, % at 10 µM; 330,000 compounds, 0.3% hits; AID 2025, 2009;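 active means percent response vs DMSO below 50%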;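 further: median channel GFP fluorescence of the barcoded RPL19A-GFP strain; ratio of sample median GFP to plate DMSO average so 100% = DMSO; lower means less RPL19A-GFP as with rapamycin TOR inhibition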
AGP1 TOR yeast – modulators of AGP1-GFP expression in yeast TOR pathway, primary screen, cell-based, multiplex flow cytometry, S. cerevisiae, MLPCN library; AID 2066, 2009; 3 h; GFP as percent of DMSO wells; GFP response vs DMSO, % at 10 µM; 320,000 compounds, 0.02% hits;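 active means GFP response relative to DMSO above a set limit, near screen average plus 3 SD, cut at about 150% in these data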;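 further: median GFP channel fluorescence of the gated AGP1 strain per well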
CR mimetic SO – reduction of superoxide in aged yeast, primary screen, HTS. S. cerevisiae aged cells, superoxide DHE fluorescence; active compounds read low. superoxide response (% of plate mean), % at 10 µM. 330,000 compounds, 0.18% hits;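 active means superoxide response under a set limit, about three screen SD below normal, cut at about 65% in these data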;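 further: yeast aged for seven days with compound at 30 °C before DHE staining; 100% = average MFI of all compound-treated wells on the plate with controls excluded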
GRK2 inh – compounds blocking aptamer binding on GRK2 – biochemical, human GRK2, bead flow cytometry, HTS, primary screen. FAM-aptamer displacement from GRK2. inhibition of aptamer binding, % at 10 µM. 330,000 compounds, 0.59% hits;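 active means inhibition of aptamer binding above 40%, roughly 3 SD of noise, on plates passing a quality check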;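 further: median bead fluorescence of bound FAM aptamer so fluorescent compounds give negative values; no value below 0 was filed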
Target sequence (P25098 whole entry, looked up): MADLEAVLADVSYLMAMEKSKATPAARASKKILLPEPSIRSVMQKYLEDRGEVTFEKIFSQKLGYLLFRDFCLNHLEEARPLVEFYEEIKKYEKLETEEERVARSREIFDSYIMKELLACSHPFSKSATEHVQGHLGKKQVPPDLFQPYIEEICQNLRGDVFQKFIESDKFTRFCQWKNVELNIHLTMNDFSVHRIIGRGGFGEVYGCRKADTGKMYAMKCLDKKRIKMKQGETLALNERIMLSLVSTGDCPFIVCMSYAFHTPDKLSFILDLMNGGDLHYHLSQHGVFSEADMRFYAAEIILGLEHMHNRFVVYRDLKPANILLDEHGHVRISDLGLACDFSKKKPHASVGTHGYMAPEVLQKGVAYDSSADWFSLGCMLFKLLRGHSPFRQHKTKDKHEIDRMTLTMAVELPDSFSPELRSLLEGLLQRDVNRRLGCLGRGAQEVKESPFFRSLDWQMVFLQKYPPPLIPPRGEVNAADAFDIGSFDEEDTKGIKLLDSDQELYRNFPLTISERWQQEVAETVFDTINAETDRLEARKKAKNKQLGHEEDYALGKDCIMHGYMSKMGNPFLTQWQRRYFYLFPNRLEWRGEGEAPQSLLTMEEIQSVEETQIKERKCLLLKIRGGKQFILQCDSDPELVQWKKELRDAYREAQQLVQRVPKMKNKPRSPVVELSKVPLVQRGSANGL
LAP4 TOR yeast – modulators of LAP4-GFP expression in yeast, primary screen, S. cerevisiae, multiplex flow cytometry, MLPCN library | GFP response vs DMSO, % at 10 µM | 3 h; median GFP as percent of DMSO wells | 320,000 compounds, 0.34% hits;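 active means GFP response vs DMSO above a set limit, about the screen mean plus 3 SD, cut at about 150% in these data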
VLA-4 inh – inhibition in human VLA-4 binding assay, primary screen, VLA-4 allosteric modulator project, MLPCN library, flow cytometry, VLA-4 expressing cells. 330,000 compounds, 0.2% hits. ligand binding flow cytometry. AID 2557, 2010. inhibition, % (about 7 µM as worked out from the volumes in the protocol); in the data active means inhibition above about 50%
CIT2 TOR yeast – modulators of CIT2-GFP expression in yeast, primary screen, S. cerevisiae, GFP fusion, multiplex flow cytometry, MLPCN library | S. cerevisiae CIT2-GFP strain, 3 h; 100 means same as DMSO wells | GFP response vs DMSO, % at 10 µM | 320,000 compounds, 0.065% hits;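 active means GFP response relative to DMSO above a set limit, near the screen mean plus 3 SD, cut at about 150% in these data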;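 further: ratio of well median GFP fluorescence to mean of DMSO wells on the plate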
MEP2-GFP yeast – modulators of MEP2-GFP levels in yeast, primary screen, S. cerevisiae, multiplex flow cytometry, MLPCN library; GFP response vs DMSO, % at 10 µM; 330,000 compounds, 0.51% hits; S. cerevisiae MEP2-GFP strain, 3 h; 100% = DMSO control level;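 active means GFP response versus DMSO above a set limit, roughly screen mean plus 3 SD, cut at about 180% in these data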;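 further: median GFP fluorescence of the barcode-gated MEP2-GFP cells per well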
* marks the source's active call; other numbers are inactive results; . = no result given.

SMILES	RPL19A TOR yeast	AGP1 TOR yeast	CR mimetic SO	GRK2 inh	LAP4 TOR yeast	VLA-4 inh	CIT2 TOR yeast	MEP2-GFP yeast
CCn1c(SCc2nc3ccccc3c(=O)[nH]2)nc2ccccc21	96	95	108	0	99	1	89	96
O=C1ON=C(c2ccccc2)/C1=C/c1ccco1	91	80	94	2	169*	18	73	98
COc1cc(C)c(Cl)cc1S(=O)(=O)NCc1ccco1	97	104	113	0	111	3	93	105
O=C(Cc1cccc(NC(=O)C2CCN(C(=O)C3CCC3)CC2)c1)Nc1cccc(C(=O)N2CCCC2)c1	99	98	111	0	103	-2	99	103
CCCN(CC(=O)Nc1cc(C)on1)S(=O)(=O)c1cccc(C(F)(F)F)c1	104	101	120	0	99	5	105	100
CCCS(=O)(=O)NCc1cn2c(C)csc2n1	98	93	112	0	91	10	98	99
Cc1cc([N+](=O)[O-])cnc1NC(C)c1ccccc1 (stereo not drawn)	103	108	95	0	104	9	107	103
Cc1ccc(-n2nnnc2CNC(=O)c2ccc([N+](=O)[O-])o2)cc1C	90	100	115	3	92	17	76	88
COC(=O)c1ccccc1NC(=O)c1cc(C)no1	103	104	77	1	100	-4	114	101
Cc1nn(-c2ccccc2)c(Cl)c1C(=O)Nc1ccccc1	101	99	98	1	113	19	90	101
CCOc1ccc(C(=O)OCC(=O)Nc2nc(OC)cc(OC)n2)cc1OCC	100	102	98	0	93	9	98	103
COC(=O)[C@H](CC(C)C)NCc1cccc(CN[C@@H](CC(C)C)C(=O)OC)c1	95	75	101	2	114	23	68	92
COc1ccc(/C=C/C(=O)NC(=S)NN2CCCCC2c2cccnc2)cc1 (stereo not drawn)	99	104	79	1	108	10	97	101
CN(C)S(=O)(=O)c1ccc(Cl)c(NC(=O)COC(=O)CCSc2ccccc2)c1	97	94	89	4	88	-9	99	98
CCN1CCCc2cc(CN(CCN3CCOCC3)C(=S)Nc3ccccc3OC)ccc21	94	101	82	0	117	15	89	106
O=C(OCC(=O)N1CCN(S(=O)(=O)c2ccc(Cl)cc2)CC1)c1cc(Br)ccc1O	104	112	99	2	105	6	108	101
Cc1nc2sccn2c(=O)c1S(=O)(=O)Nc1ccc(N2CCOCC2)c(Cl)c1	106	104	116	0	107	38	101	103
CC(O)c1nc2ccc(C(=O)O)cc2[nH]1 (stereo not drawn)	100	105	111	0	109	7	101	107
CC(=O)c1ccc(N2CCN(c3ccc4cc(S(=O)(=O)N5CCC(C)CC5)ccc4n3)CC2)cc1	96	106	100	8	104	-6	102	93
Cc1ccc(CNC(=O)C2CCN(S(=O)(=O)c3ccc4c(c3)CC(C)N4C(=O)C3CCC3)CC2)o1 (stereo not drawn)	91	98	96	2	86	-6	100	93
CC(=O)c1c(-c2ccc(C)cc2)nc2c3ccccc3ccn12	91	88	103	0	98	6	86	96
COC(=O)c1nn(-c2ccc(C)cc2)c2nnc(Cc3ccccc3)c(=O)n12	98	92	106	1	93	4	89	100
CCOc1ccc(CCNC(=O)C2CCN(c3nnc(-n4cccc4)s3)CC2)cc1OCC	92	98	97	1	95	-6	100	100
Cc1sc2ncnc(N3CCN(S(=O)(=O)c4ccc(F)cc4)CC3)c2c1C	97	92	99	2	95	-4	110	95
CCOC(=O)N1CCN(C(=O)c2ccc(CS(=O)Cc3ccc(C)cc3)o2)CC1 (stereo not drawn)	106	106	69	3	107	13	113	105

Continuation.
SMILES	RPL19A TOR yeast	AGP1 TOR yeast	CR mimetic SO	GRK2 inh	LAP4 TOR yeast	VLA-4 inh	CIT2 TOR yeast	MEP2-GFP yeast
CC(C(=O)Nc1ccc(S(=O)(=O)N2CCOCC2)cc1)N(c1ccccc1)S(C)(=O)=O (stereo not drawn)	96	94	106	0	94	-10	93	159
CCOC(=O)c1cccc2c(=O)c(C(=O)c3ccc(Cl)cc3)c(C(=O)OC)[nH]c12	105	104	112	2	108	-2	105	98
CC(C)(C)NC(=O)C(=O)NCc1ccncc1	104	99	98	0	108	5	98	111
NC(=O)c1ccccc1OCC(=O)N1CCC(Cc2ccccc2)CC1	103	103	86	1	108	6	105	110
CCn1cc(C(=O)O)c(=O)c2cc(F)c(N3CCN(C(=S)NC(=O)c4cccc(C)c4)CC3)cc21	94	91	86	2	103	-2	88	96
CCCC(=O)OCCn1c(Br)nc2c1c(=O)[nH]c(=O)n2C	100	102	85	0	102	0	99	98
CCN(CC)CCNC(=O)c1c(O)c2c([nH]c1=O)CCCC2	100	104	87	0	96	-8	103	94
CCOc1ccc(N(CC(=O)Nc2ccc(C)cc2)S(=O)(=O)c2c(C)noc2C)cc1	101	103	95	1	97	36	107	101
Cc1ccc(C)c(C(=O)CSc2nnnn2C(C)C)c1	97	94	98	3	.	16	90	96
O=C(COc1ccccc1)NCC(=O)N/N=C/C=C/c1ccccc1	101	97	110	0	89	24	100	96
O=C(O)CC(O)(CC(=O)O)C(=O)O	101	111	87	0	108	13	105	108
O=C(NCc1ccc(Cl)cc1)c1cccc(NC2=NC3CS(=O)(=O)CC3S2)c1 (stereo not drawn)	104	104	101	2	102	-2	99	96
O=S(=O)(O)c1cccc2cccc(Nc3ccccc3)c12	99	100	98	0	104	20	112	107
COc1ccccc1NC(=O)Nc1nc(CC(=O)Nc2ccccc2F)cs1	99	106	79	6	113	3	107	100
COc1ccc(NC(=O)CN(C)CC(=O)N(C)C2(C#N)CCC(C)CC2)cc1 (stereo not drawn)	100	106	111	4	104	-7	106	102
CCOCCCNC(=O)C(NC(=O)c1ccccc1O)c1ccc(Cl)cc1 (stereo not drawn)	94	.	113	0	102	-1	101	96
Cc1ccc2c(c1)c1c3n2CCCNC3CCC1 (stereo not drawn)	100	104	105	0	108	12	104	117
O=C(NCCNC(=O)c1cnccn1)c1ccc(Cl)cc1	98	97	105	0	104	1	98	112
Cn1nc(C(=O)OCc2ccccc2F)c2ccccc2c1=O	101	108	110	0	112	7	105	105
COc1cccc(NC(=O)[C@H](C)NC(=O)N2CCn3c2nc2ccccc23)c1	73	19	124	0	76	7	81	81
O=C(O)CCCc1ccc2ccc3cccc4ccc1c2c34	98	89	92	1	99	-4	95	99
Cc1ccc(C(=O)NCCN2CCOCC2)cc1	96	91	123	2	96	-2	90	93
O=C(CNC(=O)c1cccs1)OCC(=O)c1ccccc1Cl	97	99	79	0	97	-6	95	96
O=C(NCCCn1ccnc1)c1ccccc1F	94	97	105	0	92	5	92	92
CC(C)(C)OC(=O)C[C@@H]1C/C=C\C[C@H](CC(=O)NCCO)C(=O)NC[C@H](c2ccccc2)OC1=O	95	96	88	1	101	23	93	103

Marked active in LAP4 TOR yeast (from the list above):
canonical_smiles,RPL19A TOR yeast,AGP1 TOR yeast,GRK2 inh,LAP4 TOR yeast,VLA-4 inh,CIT2 TOR yeast,MEP2-GFP yeast
O=C1ON=C(c2ccccc2)/C1=C/c1ccco1,91,80,2,169*,18,73,98

Looked up by compound from the entries so far, four records:
SMILES	RPL19A TOR yeast	AGP1 TOR yeast	CR mimetic SO	GRK2 inh	LAP4 TOR yeast	VLA-4 inh	CIT2 TOR yeast	MEP2-GFP yeast
CCOC(=O)c1cccc2c(=O)c(C(=O)c3ccc(Cl)cc3)c(C(=O)OC)[nH]c12	105	104	112	2	108	-2	105	98
COC(=O)c1ccccc1NC(=O)c1cc(C)no1	103	104	77	1	100	-4	114	101
O=C(COc1ccccc1)NCC(=O)N/N=C/C=C/c1ccccc1	101	97	110	0	89	24	100	96
O=C(Cc1cccc(NC(=O)C2CCN(C(=O)C3CCC3)CC2)c1)Nc1cccc(C(=O)N2CCCC2)c1	99	98	111	0	103	-2	99	103

Some entries already given, reduced to AGP1 TOR yeast, RPL19A TOR yeast and LAP4 TOR yeast:
Molecule	AGP1 TOR yeast	RPL19A TOR yeast	LAP4 TOR yeast
Cc1nn(-c2ccccc2)c(Cl)c1C(=O)Nc1ccccc1	99	101	113
COC(=O)c1ccccc1NC(=O)c1cc(C)no1	104	103	100
O=S(=O)(O)c1cccc2cccc(Nc3ccccc3)c12	100	99	104
COc1ccc(/C=C/C(=O)NC(=S)NN2CCCCC2c2cccnc2)cc1 (stereo not drawn)	104	99	108
CCn1cc(C(=O)O)c(=O)c2cc(F)c(N3CCN(C(=S)NC(=O)c4cccc(C)c4)CC3)cc21	91	94	103

The list goes on.
SMILES	RPL19A TOR yeast	AGP1 TOR yeast	CR mimetic SO	GRK2 inh	LAP4 TOR yeast	VLA-4 inh	CIT2 TOR yeast	MEP2-GFP yeast
O=C(CN1C(=O)C2CC=CCC2C1=O)Nc1cc(C(F)(F)F)ccc1N1CCCC1 (stereo not drawn)	94	99	126	3	104	8	93	103
COCCNC(=O)Cn1nc(-c2ccc(C)cc2)c2ccccc2c1=O	113	114	87	5	109	13	120	120
Nc1nc(NC(=O)/C=C\C(=O)O)nn1-c1ccccc1	98	98	100	0	98	12	100	98
C/C(O)=C(/C=NCC(=O)O)C(=O)Nc1nccs1	108	108	101	0	97	3	98	104
COc1cc(NC(=O)c2cc(-c3ccco3)on2)c(OC)cc1Cl	96	101	113	3	98	-6	103	102
CC(C)OC(=O)CSc1nc(C(C)C)nc2ccccc12	94	96	91	4	90	11	97	101
CC(=O)NN1C(=O)/C(=C/c2ccc(Br)o2)SC1=S	105	104	112	6	120	-20	135	187*
Cc1ccc(C)c(S(=O)(=O)Nc2cc(SCC(=O)O)c(O)c3ccccc23)c1	101	102	121	10	96	20	99	95
CN1CCN(C(=O)c2cc(-c3cccc(Cl)c3)on2)CC1	101	109	96	2	109	14	107	106
CCN(C(=O)CN1C(=O)COc2ccc(S(=O)(=O)N3CCCCCC3)cc21)c1cccc(C)c1	93	91	133	0	86	-6	94	98
CCc1ccc(NC(=O)CCC(=O)Nc2nnc(C(C)C)s2)cc1	96	102	91	2	93	7	103	100
Cc1cccc(N2C(=O)/C(=C/c3ccccn3)SC2=S)c1	94	105	102	2	101	24	98	99
Cc1ccc2nc(C)c3c(c2c1)COC3	104	100	105	13	98	16	96	103
Cc1ccc(S(=O)(=O)Nc2ccccc2C(=O)NCC2CCCO2)cc1 (stereo not drawn)	102	95	85	1	80	8	.	96
CCOC(=O)CCNc1n[nH]c(=O)[nH]c1=O	100	104	104	0	99	21	95	109
O=C(NCc1cccnc1)C1CCC(CNS(=O)(=O)c2ccc(Cl)cc2)CC1 (stereo not drawn)	98	102	91	2	120	-5	108	127

Given bar-delimited: part of the list above
Molecule | RPL19A TOR yeast | AGP1 TOR yeast | CR mimetic SO | GRK2 inh | LAP4 TOR yeast | VLA-4 inh | CIT2 TOR yeast | MEP2-GFP yeast
CCCS(=O)(=O)NCc1cn2c(C)csc2n1 | 98 | 93 | 112 | 0 | 91 | 10 | 98 | 99
Cc1cc([N+](=O)[O-])cnc1NC(C)c1ccccc1 (stereo not drawn) | 103 | 108 | 95 | 0 | 104 | 9 | 107 | 103
